PV pol inh: poliovirus RdRp elongation inhibitors, primary screen, biochemical, fluorescence polarization, total intensity; Genome polyprotein (Poliovirus type 1 (strain Mahoney)), P03300; poliovirus polymerase elongation; hits give low values; % elongation, % (compound at 16.7 µg/mL); 150,000 tested, 0.66% active; AID 588519, 2011; in the data active = % elongation below about 90%; note: some results filed as inactive read as strong as hits
Target sequence (P03300 1749-2209 limits assumed): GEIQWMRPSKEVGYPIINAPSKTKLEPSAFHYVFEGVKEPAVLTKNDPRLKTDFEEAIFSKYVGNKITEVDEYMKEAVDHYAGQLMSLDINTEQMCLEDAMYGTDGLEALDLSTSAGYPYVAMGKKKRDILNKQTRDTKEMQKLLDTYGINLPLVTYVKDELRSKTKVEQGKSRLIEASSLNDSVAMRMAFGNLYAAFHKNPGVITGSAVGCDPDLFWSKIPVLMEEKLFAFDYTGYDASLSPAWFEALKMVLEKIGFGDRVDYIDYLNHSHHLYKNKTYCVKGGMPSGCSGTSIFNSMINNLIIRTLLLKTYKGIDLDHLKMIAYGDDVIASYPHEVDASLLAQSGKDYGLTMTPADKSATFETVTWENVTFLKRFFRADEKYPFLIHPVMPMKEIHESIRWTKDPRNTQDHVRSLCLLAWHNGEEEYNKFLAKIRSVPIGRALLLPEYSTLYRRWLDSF
PV pol inh FP z-score: also measured in PV pol inh; calls as there; z-score; measured here: FP z-score; hits read low
* = called active by the depositor.

SMILES	PV pol inh	PV pol inh FP z-score
Cc1ccc(NS(=O)(=O)c2ccc3c(c2)CCCN3C(=O)C2CCC2)cc1Cl	104.0	-0.7
O=C(CNCC(c1ccc(F)cc1)N1CCOCC1)NCc1ccccc1Cl (stereo unspecified)	99.0	-0.8
Cc1ccc2oc(C(=O)Nc3sc4c(c3C(=O)NCc3ccccc3)CCCC4)cc(=O)c2c1	106.0	-0.2
CC1(C)CC(=O)C(CC(=O)Nc2cc(C(F)(F)F)ccc2Cl)C(=O)C1	101.0	-0.1
CCc1ccc(S(=O)(=O)c2nnn3c2nc(N(CC)Cc2ccccc2)c2cc(Cl)ccc23)cc1	99.0	-1.6
S=c1nc(-c2ccccc2)[nH][nH]1	99.0	-0.2
O=S(=O)(c1ccc(-n2cnnn2)cc1)N1CCNCC1	102.0	-0.4
N#Cc1ccccc1CSc1nsc(SCc2ccccc2C#N)c1C#N	100.0	-0.4
C=CCC(NCc1ccco1)c1ccccc1 (stereo unspecified)	105.0	0.9
CC(C)(C)OC(=O)N1CCC(n2nccc2N)CC1	100.0	-0.3
Ic1ccc(Nc2nc3nonc3nc2N/N=C\c2ccco2)cc1	99.0	-1.4
Cc1ccc(C)c(N2CCN(Cc3nnc(-c4ccccc4)o3)CC2)c1	110.0	1.3

SMILES	PV pol inh	PV pol inh FP z-score
O=C(NCc1ccc2c(c1)CCO2)C1CCC1	106.0	1.7
Nc1ccnc(C(F)(F)F)c1C(=O)c1ccccc1	100.0	-0.2
CC(Sc1nc(-c2ccccc2)cs1)C(=O)NC(N)=O (stereo unspecified)	102.0	-0.4
O=C(O)c1ccc(S(=O)(=O)c2ccc3c(c2)C(=O)N(c2ccc(O)cc2)C3=O)cc1	103.0	0.2
N#Cc1c2c(c(-c3ccccc3)[nH]c1=S)CCCC2	101.0	-0.3
CCc1cccc(NC(=O)c2coc(=O)c3ccccc23)c1	105.0	0.2
CCCCn1c(CO)cnc1S(=O)(=O)CC1CCC1	101.0	-0.1
CCc1ccc(C2=C(C)C(N3CCC(C(=O)NCc4ccccc4)CC3)=NS2(=O)=O)cc1	102.0	-0.3
CCN1/C(=C2\C(=O)N(C)C(=S)N2c2ccccc2)C=Cc2cc(C)ccc21	101.0	-0.1
Cc1cccc(NC(N)=S)c1	100.0	0
C/C(CCC1CC(C)OC1=O)=N\NC(N)=O (stereo unspecified)	99.0	-0.3
COCCn1cc(C(=O)c2cc(F)ccc2OCC(=O)Nc2cc(C)on2)cc(C#N)c1=O	105.0	-0.8

Single records, as listed above. Values in the order: PV pol inh	PV pol inh FP z-score
Record of CC(Sc1nc(-c2ccccc2)cs1)C(=O)NC(N)=O (stereo unspecified) : 102.0	-0.4
Record of CCN1/C(=C2\C(=O)N(C)C(=S)N2c2ccccc2)C=Cc2cc(C)ccc21 : 101.0	-0.1
Record of CCc1cccc(NC(=O)c2coc(=O)c3ccccc23)c1 : 105.0	0.2
Record of CCc1ccc(C2=C(C)C(N3CCC(C(=O)NCc4ccccc4)CC3)=NS2(=O)=O)cc1 : 102.0	-0.3
Record of Nc1ccnc(C(F)(F)F)c1C(=O)c1ccccc1 : 100.0	-0.2

(list continues)
SMILES	PV pol inh	PV pol inh FP z-score
CN1CCN(C(CC(=O)Nc2ccc(Oc3ccccc3)cc2)C(=O)O)CC1 (stereo unspecified)	103.0	0.2
COc1ccccc1/C=C/C(=O)NCCc1ccccn1	101.0	-0.3
c1ccc(-c2cnc[nH]2)cc1	100.0	-0.5
O=C(NCc1ccco1)c1cc2nc3c(c(C(F)(F)F)n2n1)CCc1ccccc1-3	112.0	1.1
Cc1ccccc1-n1nc(CO)c(C(=O)NCC(c2ccccc2)c2ccccc2)n1	109.0	0.6
CCN(CC)c1ccc(C(=O)Nc2ccc3nc(N(CC)CC)cc(C)c3c2)cc1	108.0	1.1
N#Cc1c(NC(=O)CSc2ccccn2)oc(-c2ccccc2)c1-c1ccccc1	104.0	0.3
CCCCN(CC)C(=O)c1cc2c(C)nn(-c3ccc(Cl)cc3)c2s1	106.0	0.4
COc1ccc(-c2nnc(SCC(=O)NC(Cc3ccccc3)C(=O)O)o2)cc1 (stereo unspecified)	99.0	-0.3
CC(C)n1c(SCC(N)=O)nc2c(oc3ccccc32)c1=O	103.0	0.2
C=C1C(C(=O)NCc2ccco2)C1C(=O)NCc1ccco1 (stereo unspecified)	97.0	-1.8
CS(=O)(=O)N1Cc2ccccc2CC1C(=O)OCC(=O)N1CC(=O)Nc2ccccc21 (stereo unspecified)	102.0	0

SMILES	PV pol inh	PV pol inh FP z-score
COc1ccc(Cl)cc1NC(=O)Cn1nc(C(F)(F)F)cc1C	101.0	-0.2
COC(=O)C1=CN(c2cccc(C(F)(F)F)c2)C=C(C(=O)OC)C1c1ccsc1	99.0	-0.5
COC(=O)c1ccc(NC(=O)CSc2ncc3c(n2)-c2cc(Cl)ccc2N(Cc2ccccc2)S3(=O)=O)cc1	109.0	0.2
CCNC(=O)CCCc1nc(-c2ccccc2)no1	103.0	0.4
O=C(NC(O)C(=O)c1cccs1)c1cccnc1 (stereo unspecified)	100.0	-0.4
CCc1nnc(NC(=O)CSc2nccn2Cc2ccc(Cl)cc2)s1	103.0	-1
O=C(CN1C(=O)C2CC=CCC2C1=O)OCC(=O)c1c[nH]c2ccccc12 (stereo unspecified)	102.0	-0.1
Cc1cccc(-c2noc(-c3ccc(NCC4CCCO4)c([N+](=O)[O-])c3)n2)c1 (stereo unspecified)	103.0	-1.1
O=C(O)c1nn(CC(=O)N2CCc3ccccc32)c(=O)c2ccccc12	96.0	-0.3
O=C(Cn1nnc(-c2cccc(F)c2)n1)N1CCCC1c1ccc2c(c1)OCCO2 (stereo unspecified)	104.0	0.2
CCOC(=O)C(C(=O)Nc1ccc(Br)cc1)C1CCCCC1 (stereo unspecified)	102.0	0.2
O=C(COC(=O)/C=C/c1ccco1)Nc1cccc(C(F)(F)F)c1	101.0	-0.2

Given as labelled records: entries from further up.
O=C(NC(O)C(=O)c1cccs1)c1cccnc1 (stereo unspecified)
  PV pol inh: 100.0
  PV pol inh FP z-score: -0.4

O=C(CN1C(=O)C2CC=CCC2C1=O)OCC(=O)c1c[nH]c2ccccc12 (stereo unspecified)
  PV pol inh: 102.0
  PV pol inh FP z-score: -0.1

COC(=O)C1=CN(c2cccc(C(F)(F)F)c2)C=C(C(=O)OC)C1c1ccsc1
  PV pol inh: 99.0
  PV pol inh FP z-score: -0.5

O=C(COC(=O)/C=C/c1ccco1)Nc1cccc(C(F)(F)F)c1
  PV pol inh: 101.0
  PV pol inh FP z-score: -0.2

Additional records follow.
SMILES	PV pol inh	PV pol inh FP z-score
Cn1c(=O)c2ccccc2n(Cc2ccc(Cl)cc2)c1=O	101.0	-0.2
OC(c1nc2ccccc2o1)(c1c[nH]c2ccccc12)C(F)(F)F (stereo unspecified)	102.0	0.2
CCOc1ccc(CNC(=O)C2CCCN(S(=O)(=O)c3ccc4c(c3)CCCC(=O)N4)C2)cc1 (stereo unspecified)	110.0	0.4
COc1ccc(NC(=O)c2oc3ccccc3c2NC(=O)COc2ccc(F)cc2)c(OC)c1	106.0	0.7
CC(=O)N1CCC(N(CCN2CCOCC2)C(=S)Nc2cc(F)cc(F)c2)CC1	98.0	-0.8
COC(=O)c1ccc(CSc2nncn2-c2ccccc2)cc1	103.0	0
Cn1nc(-c2ccccc2)cc1-n1cnc2ccccc21	103.0	0.3
CCC(C)N(Cc1c[nH]c2ccccc12)C(=S)Nc1cccc(C)c1 (stereo unspecified)	103.0	0.3
C=CCN(c1ccccc1C(=O)NCC(=O)O)S(=O)(=O)c1ccccc1	104.0	0.6
COc1ccc(Cl)cc1NC(=O)C(C)n1c(=O)cc(C(F)(F)F)c2c(C)nn(C)c21 (stereo unspecified)	99.0	-1.7
CC1=CC(=C2C(=O)NC(=O)NC2=O)C=C(C)O1	96.0	-0.6
O=S(=O)(c1cccc(-c2n[nH]c(=S)n2-c2ccccc2)c1)N1CCCC1	98.0	-0.4

SMILES	PV pol inh	PV pol inh FP z-score
Cc1nnc(CSc2ccc(Cl)c(C(F)(F)F)c2)o1	100.0	-0.5
C=CCn1c(N2CCC(C(N)=O)CC2)nc2c1c(=O)n(C)c(=O)n2C	100.0	-0.7
O=c1ccc2cc(S(=O)(=O)N3CCCC3)ccc2[nH]1	111.0	0.9
COP(=O)(CC(=O)c1ccccc1)CC(=O)c1ccccc1	104.0	0.3
O=C1C(Nc2ccccc2)=CC(c2ccc(O)cc2)N1c1ccccc1 (stereo unspecified)	101.0	-0.2
COCCn1c(SCC(N)=O)nc2c(c1=O)SCC2	102.0	0.2
C=Cc1ccc(CN2C(=O)N(c3ccc(C)c(C)c3)S(=O)(=O)c3ccccc32)cc1	109.0	0.5
NC(=O)C1=CN(C(=O)Nc2ccccc2)CCC1C(F)(F)F (stereo unspecified)	100.0	-0.2
Cc1ccc(Cl)cc1NC(=O)c1cc2c(=O)n3cccc(C)c3nc2n1C	111.0	0.9
CCCN=c1cc(-c2ccccc2)oc2ccc(C)cc12	94.0	-1.9
CCOc1ccc(-c2nonc2NC(=O)C(c2ccccc2)c2ccccc2)cc1	104.0	1.1
COc1ccc(CNC(=O)c2ccc3[nH]c(C)c(C)c3c2)c(OC)c1	103.0	-0.7

SMILES	PV pol inh	PV pol inh FP z-score
CN(C(=O)CS(=O)(=O)c1cn(CC(=O)N2CCOCC2)c2ccccc12)c1ccccc1	106.0	1
Clc1ccc(NCc2ccsc2)cc1	100.0	-0.4
CC(C)C(=O)Nc1ccc(-c2cn3ccccc3n2)cc1	102.0	0.1
O=c1c2ccccc2c2c(O)nc(-c3ccccc3)n2n1Cc1ccccc1	109.0	0.8
O=C(NC1CCCc2ccccc21)c1ccc2c(c1)OCO2 (stereo unspecified)	102.0	0.9
Cc1noc(C)c1CN(C(=S)NC(C)C)c1ccccc1	107.0	0.5
O=C(CSc1nnc(CNc2cccc(Cl)c2)o1)Nc1cccc(Cl)c1	102.0	-0.2
CC(C)C(NS(=O)(=O)c1cccc2nsnc12)C(=O)NC1CCCC(C)C1C (stereo unspecified)	103.0	0.3
COc1ccc(-c2nnc(SCC(=O)N(C)C)n2N)cc1OC	103.0	0.1
C1=Nn2c(nnc2-c2ccncc2)SC(c2ccccc2)=C1	101.0	-0.2
Cc1ccc(C2CC(c3ccccc3C)n3nc(N)nc3N2)cc1 (stereo unspecified)	103.0	0.4
CCOc1ccc(Cn2c(CNS(=O)(=O)c3ccc(Cl)s3)nc3cccnc32)cc1	105.0	-0.6

SMILES	PV pol inh	PV pol inh FP z-score
CCOC(=O)Cn1ccc(C(F)(F)F)n1	102.0	-0.1
Cc1c(-c2ccccc2)c(=O)oc2c(CN3CCOCC3)c(O)ccc12	106.0	-0.3
CC(C)Cn1c2ccc(Br)cc2c2nc3ccccc3nc21	102.0	0.2
CC1=CC(=O)C=C(C)C1=NS(=O)(=O)c1ccccc1	103.0	0.4
Nc1nn(-c2ccccc2)nc1C(=O)OCc1ccccc1Br	107.0	0.5
COc1ccc(O)c(C(=O)c2cc(C#N)c(=O)n(CCN3CCOCC3)c2)c1	100.0	-0.1
O=C(Oc1ccc2c(c1)OCO2)c1cc2c(s1)CCCC2	103.0	0
O=C1c2cc(OCCN3CCOCC3)ccc2-c2ccc(OCCN3CCOCC3)cc21	101.0	-0.3
CCc1ccc2[nH]c(=O)c(C(c3nnnn3C(C)(C)C)N3CCCCC3)cc2c1 (stereo unspecified)	103.0	0.5
COc1ccc(OCC(=O)N(C)C)cc1	99.0	-0.5
O=C(Nc1ccc(S(=O)(=O)N(Cc2ccccc2)c2ccccc2)cc1)c1ccccc1F	111.0	0.4
CCOC(=O)c1ccc2nc(C(F)(F)F)cc(NC3CCN(Cc4ccccc4)CC3)c2c1	106.0	0.5

SMILES	PV pol inh	PV pol inh FP z-score
Cc1ccc(O)c(N/C=C/C(=O)C(C)(C)C)c1	101.0	0.2
O=C(CCC1COc2ccccc2O1)Nc1ncccc1O (stereo unspecified)	103.0	0.3
Cc1ccc(-c2nc3ncncn3c2Nc2cccc(C)c2)cc1	100.0	-0.3
COc1cccc(N2CCN(C(=O)c3cc4c(s3)-c3c(C)cccc3OC4)CC2)c1	108.0	1.1
Nc1nc(CSc2nc3ccccc3s2)nc(Nc2ccccc2)n1	104.0	0.2
CCN(CC)c1nc(N2CCOCC2)nc2ccccc12	100.0	-0.7
O=C(Oc1ccc(C=Nc2ccc(F)c(F)c2F)cc1)c1cccnc1	101.0	-0.2
CC1=C(O)C(=O)C(/C=N/NC(N)=O)C1 (stereo unspecified)	104.0	0.5
Cc1csc(Nc2ccc(Cl)cc2)n1	98.0	-0.3
CNc1nc(Oc2ccc(=O)n(C)n2)nc(N2CCOCC2)n1	104.0	-0.1
Cc1cc(C)c(NC(=O)CS(=O)CC(=O)N2CCN(c3ccccc3)CC2)c(C)c1 (stereo unspecified)	102.0	0.1
COC(=O)Cn1[nH]c(=O)c2ccccc2c1=O	98.0	-0.2

SMILES	PV pol inh	PV pol inh FP z-score
O=c1[nH]c(CN2CCN(S(=O)(=O)c3ccccc3C(F)(F)F)CC2)nc2scc(-c3cccs3)c12	108.0	0.4
COc1ccc(-c2ccc(CCC(=O)O)n2C(C)C)cc1	104.0	0.1
CNCC(O)COc1ccccc1 (stereo unspecified)	105.0	0.9
Cn1cccc1C(=O)Nc1cccc(C(F)(F)F)c1	101.0	0.1
CCOC(=O)C1=C(c2ccccc2)N2CCS(=O)(=O)N=C2S1	102.0	-0.1
COC(=O)c1ccc(-c2ccco2)n1CC(=O)NCCN1CCN(C)CC1	102.0	0.4
CC(C)(C)n1nnnc1C(c1ccc2ncccc2c1)N1CCc2ccccc21 (stereo unspecified)	103.0	0.3
O=C(Cc1ccccc1)NN1C(=O)c2ccccc2C1=O	98.0	-1.1
N#CCCN1CCN(Cc2ccccc2)CCC1=O	105.0	0.8
CCCN(CCC)c1ccc(/C=N/NC(=O)OCC)cc1	100.0	0.1
CCOc1ccc2nc(SCC(=O)O)c(C)cc2c1	101.0	-0.3
O=C(Nc1ccccc1)N1CCCN(c2nccc(C(F)(F)F)n2)CC1	103.0	0.4

These rows are one share of the data (hit frequency here may not be typical).
